DYRK1A inh: Dyrk1A (rat) kinase inhibition | Q63470 | ADP-Glo luminescence, NFATc1 peptide | inhibition, % at 12.5 µM | hit rate 0.43% among 310,000; in the data active means inhibition above about 50%;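 further: plate controls were vehicle with enzyme for no effect and no enzyme for full effect; many of its hits are not listed in these tables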
GSK3A inh: human GSK-3 alpha kinase inhibition; P49840; ADP-Glo luminescence, 60 min; inhibition, % at 10 µM; hit rate 0.1% among 320,000; AID 2650;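 in the data active means inhibition above about 50%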;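 further: GST-tagged GSK-3 alpha with peptide substrate and 25 µM ATP; 0% = DMSO neutral wells and 100% = GW8510 positive control wells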
Target sequence (P49840 whole entry, looked up): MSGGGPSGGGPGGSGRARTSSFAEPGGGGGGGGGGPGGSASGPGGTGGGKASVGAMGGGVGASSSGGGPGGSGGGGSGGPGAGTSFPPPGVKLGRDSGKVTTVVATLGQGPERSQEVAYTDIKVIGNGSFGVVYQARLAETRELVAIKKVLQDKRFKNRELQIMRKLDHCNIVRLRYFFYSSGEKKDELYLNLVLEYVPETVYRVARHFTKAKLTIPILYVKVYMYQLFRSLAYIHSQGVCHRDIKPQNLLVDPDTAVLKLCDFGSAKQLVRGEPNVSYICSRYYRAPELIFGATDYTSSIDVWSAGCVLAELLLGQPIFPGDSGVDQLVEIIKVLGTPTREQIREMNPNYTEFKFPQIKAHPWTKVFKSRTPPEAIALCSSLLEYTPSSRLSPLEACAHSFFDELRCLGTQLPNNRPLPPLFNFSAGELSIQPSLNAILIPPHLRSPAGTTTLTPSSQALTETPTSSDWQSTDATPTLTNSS
Active calls of the source: *.

Every second line gives: GSK3A inh	DYRK1A inh
- CCCN(C(=O)CSc1ncccn1)C1CCS(=O)(=O)C1 (stereo not given)
 : -4	2
- CC1CCCN(S(=O)(=O)c2cccc(C(=O)NCc3ccco3)c2)C1 (stereo not given)
 : -1	2
- CC[C@@]1(C(=O)OC)N[C@H](CN(C)C(=O)Nc2ccc(C)cc2)[C@@H]2C(=O)N(C)C(=O)[C@@H]21
 : -1	2
- CCN(CC(=O)Nc1cccc(OC)c1)CC(=O)Nc1cccc2ccccc12
 : 0	-1
- CCN(c1ccccc1)S(=O)(=O)c1ccc(C(=O)Nc2ccccc2OC)cc1
 : -4	-3
- O=C(COC(=O)c1ccc(F)cc1)NCc1ccc(F)cc1
 : -2	1
- Cc1ccccc1N=C(N)Nc1ccccc1C
 : -4	-5
- CN(C)C(CNS(=O)(=O)c1ccc(Cl)cc1F)c1ccco1 (stereo not given)
 : -3	8
- CCC(=O)c1ccc(OCC(=O)NC2CCN(Cc3ccccc3)CC2)cc1
 : -3	-5
- N#Cc1ccccc1OCC(=O)Nc1ccc(S(=O)(=O)N2CCOCC2)cc1
 : -2	3
- CCCCN(C(=O)c1ccc(-c2ccc(Cl)cc2)o1)c1c(N)n(CCC)c(=O)[nH]c1=O
 : -17	-1
- C=CC[C@H](CC(=O)N(CCO)Cc1ccccc1)C(=O)N[C@H](C)COC(=O)[C@@H](CC=C)CC(=O)OC(C)(C)C
 : 0	-2
- CCOc1cc(C(=O)NCc2ccc(F)cc2)ccc1OCC(=O)N1CCCCC1
 : -35	-1
- Cc1cc(C)c(NC(=O)CCc2c(C)noc2C)c(C)c1
 : 0	-3
- COc1cc(CC(=O)OCC(=O)NCCc2ccc(S(N)(=O)=O)cc2)cc(OC)c1OC
 : 0	-2
- CN(CC(=O)Nc1cccc(F)c1)C(=O)C1(c2ccccc2)CC1
 : 0	3
- O=S(=O)(Nc1cc(Cl)ccc1-n1cncn1)c1cc(Br)ccc1Br
 : 5	-2
- O=C(Cc1ccsc1)OCC(=O)c1ccccc1
 : 5	3
- CC(C)CN(C(=O)CCNC(=O)c1ccc([N+](=O)[O-])cc1)C1CCS(=O)(=O)C1 (stereo not given)
 : 3	-2
- COc1ccccc1NC(=O)COC(=O)c1c[nH]c2ccccc12
 : -5	1

Record cards, as listed above. Values in the order: GSK3A inh	DYRK1A inh
COc1ccccc1NC(=O)COC(=O)c1c[nH]c2ccccc12 reads -5	1
C=CC[C@H](CC(=O)N(CCO)Cc1ccccc1)C(=O)N[C@H](C)COC(=O)[C@@H](CC=C)CC(=O)OC(C)(C)C reads 0	-2

(cont.)
Every second line gives: GSK3A inh	DYRK1A inh
- CCC1(c2ccccc2)NC(=O)N(CC(=O)Nc2cc(Cl)ccc2N2CCN(C)CC2)C1=O (stereo not given)
 : 4	0
- COc1ccccc1C(=O)NC(=O)COC(=O)c1nccnc1N
 : 2	-6
- COc1ccc(C2=CN3CCCCC3CC2=O)cc1OC (stereo not given)
 : -2	2
- c1ccc([C@H]2CN3CCSC3=N2)cc1
 : 2	-7
- C[C@H](CO)N1C[C@H](C)[C@@H](CN(C)C(=O)Nc2ccc(C(F)(F)F)cc2)Oc2c(cccc2N(C)C)C1=O
 : -4	5
- CC(=O)N1CCN(S(=O)(=O)c2cccc(C(=O)OCc3cccc(F)c3)c2)CC1
 : -1	0
- CN(CC(=O)Nc1ccc(Cl)c(C(F)(F)F)c1)C(=O)CCCNC(=O)c1ccc(Cl)cc1
 : 0	7
- COc1ccc(-c2c(-c3cc(OC)cc(OC)c3)sc3ccc(OC)cc23)cc1
 : -2	5
- O=C(CN1CCN(CC(=O)Nc2ccccc2Cl)CC1)NCC1(N2CCCCC2)CCCCC1
 : 7	3
- COc1ccc(S(=O)(=O)NCCC(=O)NC2CCCCC2C)cc1[N+](=O)[O-] (stereo not given)
 : -1	-4
- O=C(c1n[nH]c2ccccc12)N1CCN(S(=O)(=O)c2ccccc2)CC1
 : 0	6
- Cc1ccc(C(=O)Nc2cc(S(=O)(=O)N3CCOCC3)ccc2N2CCCC2)cc1
 : 3	3
- COCCn1c(Cc2ccccc2)nnc1SCC(=O)N1CCCC1=O
 : 0	8
- CN(C)C1=NC[C@H](Cc2ccccc2)N1CCCC1CCCC1
 : 0	-5
- NC(=O)C1CCN(C(=O)c2cccc(CN3C(=O)c4ccccc4C3=O)c2)CC1
 : -1	8
- COC(=O)Nc1nc2ccc(SC(C)C)cc2[nH]1
 : 0	2
- COc1ccc(C(=O)NC(C)c2cccnc2)cc1S(=O)(=O)N(C)Cc1ccccc1 (stereo not given)
 : 0	-1
- O=C(/C=C/C=C/c1ccc2c(c1)OCO2)N1CCCCC1
 : -1	3
- COc1cc2cc(CCOC(=O)c3ccc(C(F)(F)F)cc3)oc(=O)c2cc1OC
 : 2	4
- O=c1c(OC2OC(CO)C(O)C(O)C2OC2OC(CO)C(O)C(O)C2O)c(-c2ccc(O)cc2)oc2cc(O)cc(O)c12 (stereo not given)
 : -2	23

Additional structures
Every second line gives: GSK3A inh	DYRK1A inh
- O=C(CCc1ccccc1)NCCCNC(=O)CCc1ccccc1
 : 21	-2
- C[C@H](CO)N1C[C@H](C)[C@@H](CN(C)C(=O)Nc2ccc3c(c2)OCO3)Oc2ccc(NC(=O)C3CCCCC3)cc2C1=O
 : -2	-11
- NS(=O)(=O)c1ccc(NC(=O)c2ccc(Cl)c(S(=O)(=O)NCc3ccco3)c2)cc1
 : -1	0
- C[C@H](CO)N1C[C@H](C)[C@@H](CN(C)S(=O)(=O)c2cccs2)Oc2ccc(NC(=O)Nc3ccc4c(c3)OCO4)cc2C1=O
 : -5	5
- COc1cc(C=NNC(=O)c2ccc(NS(=O)(=O)c3cccs3)cc2)cc(Br)c1O
 : -1	-2
- O=C(Nc1cccc(S(=O)(=O)N2CCCCC2)c1)C1CCCC1
 : -1	1
- CC(N)C(=O)NC(C(=O)N1CCCC1C(=O)NC(c1ccccc1)c1ccccc1)C(C)C (stereo not given)
 : -1	11
- CCSc1ccc([C@@H]2[C@H]3C(=O)N(CC)C(=O)[C@H]3[C@]3(C(=O)OC)CCCCN23)cc1OC
 : -1	-5
- COc1ccc(C)cc1NC(=O)C(OC(=O)C1=NNC(=O)CC1)c1ccccc1 (stereo not given)
 : -4	1
- COc1ccccc1NC(=O)COC(=O)c1cc2ccccc2cc1O
 : -4	-3
- COc1cc2cnc(-c3cccnc3)cc2cc1OC
 : 0	16
- COc1cccc(-c2sc3ccc(OC)cc3c2C#CCC(C)O)c1 (stereo not given)
 : -3	13
- CCCn1c(SCC(=O)Nc2ccccc2C(=O)NC2CC2)n[nH]c1=O
 : -2	7
- CCOC(=O)[C@H]1[C@H]2COc3ccc(Cl)cc3[C@@H]2N2C(=O)CN(Cc3ccccc3)C(=O)[C@@]12C
 : -2	-11
- CC(=O)c1cccc(S(=O)(=O)NCCCN2CCOCC2)c1
 : 13	-7
- Cc1ccccc1/C=C/C1=NCCN1
 : -1	-3
- O=c1cc(-c2ccsc2)oc2ccc(-c3ccc4cc[nH]c4c3)cc12
 : -1	8
- C=CC[C@@H](CC(=O)N[C@H](CO)Cc1ccccc1)C(=O)N[C@H](COC(=O)[C@@H](CC=C)CC(=O)OC(C)(C)C)Cc1c[nH]c2ccccc12
 : -1	4
- C#CCOCCOCCOCCNc1nc(N2CCN(C(=O)[C@H](CCCN=C(N)N)n3cc(C(N)[C@@H](C)CC)nn3)CC2)nc(N2CCN(C(=O)[C@H](CCCCN)n3cc([C@@H](N)CC(N)=O)nn3)CC2)n1 (stereo not given in full)
 : 2	5
- COc1ccc([C@H]2CC(=O)C=C(c3ccc(-c4ccccc4)c(F)c3)C2)cc1OC
 : -2	-6

Structural class: the compounds so far containing a nitro group on carbon
Every second line gives: GSK3A inh	DYRK1A inh
- CC(C)CN(C(=O)CCNC(=O)c1ccc([N+](=O)[O-])cc1)C1CCS(=O)(=O)C1 (stereo not given)
 : 3	-2
- COc1ccc(S(=O)(=O)NCCC(=O)NC2CCCCC2C)cc1[N+](=O)[O-] (stereo not given)
 : -1	-4

(cont.)
Every second line gives: GSK3A inh	DYRK1A inh
- CN(CC(=O)Nc1ccc2c(c1)OCO2)CC(=O)Nc1ccc(F)c(F)c1F
 : -4	-2
- Cc1cc2c(c(CO)c1CCO)C(=O)[C@@H](C)[C@@H]2O
 : -2	-1
- COc1cccc(-c2nnc(SCC(=O)NC3CCS(=O)(=O)C3)n2C)c1 (stereo not given)
 : -5	-1
- COc1ccc(NC(=O)N(C)C[C@H]2Oc3c(NS(=O)(=O)c4cccs4)cccc3C(=O)N([C@@H](C)CO)C[C@@H]2C)cc1
 : 1	55*
- COc1ccc(S(=O)(=O)N2CCCCCC2)cc1C(=O)NCc1ccc(C)cc1
 : -5	0
- Cc1ccc(C(C)C)c(OCC(=O)OCC(=O)NC2CC2)c1
 : 4	-1
- O=C(OCCc1cc2ccccc2c(=O)o1)c1ccc(F)cc1
 : 6	6
- C[C@@H]1CN([C@H](C)CO)C(=O)Cc2cc(NC(=O)Nc3ccccc3)ccc2O[C@@H]1CN(C)Cc1ccc2c(c1)OCO2
 : -5	12
- O=C(COc1ccccc1)NCC(=O)N1CCCCCC1
 : -2	-1
- Clc1ccc(CN2CC[C@H]3C=CCc4cccc(c43)C2)cc1
 : 0	4
- CN(CC(=O)NCCN1CCOCC1)S(=O)(=O)c1ccc(Cl)cc1
 : -5	-3
- COc1ccccc1C(=O)N(C)CC(=O)Nc1ccc(N2CCOCC2)cc1
 : -1	9
- O=C(CNC(=O)c1ccc(Cl)cc1)NNC(=O)c1ccc(Br)cc1
 : -1	-5
- Cc1ccc(S(=O)(=O)/N=C(/Nc2ccc(O)c(C(=O)O)c2)c2ccccc2)cc1
 : -1	6
- O=S(=O)(/N=C(/c1ccccc1)N1CCOCC1)c1ccc(F)cc1F
 : -3	-6
- CC1CCN(C(=O)CN2C(=O)C(=O)N(C(C)C)C2=O)c2ccccc2S1 (stereo not given)
 : -1	8
- Cc1ccc(-c2csc(NCCn3c(C)nc4cc(C(F)(F)F)ccc43)n2)cc1
 : 0	0
- O=C(OCC(=O)N1CCCC1=O)c1cc2ccccc2o1
 : 3	7
- CC(=O)Nc1ccc(S(=O)(=O)N(C)c2ccc(OCCOc3cccc(C)c3)cc2)cc1
 : 1	-2
- CC(Oc1cccc(Cl)c1)C(=O)Nc1ccc(S(=O)(=O)N(C)C2CCN(C)CC2)cc1 (stereo not given)
 : 0	1

Three entries already listed, ordered by number of heavy atoms, rising:
Every second line gives: GSK3A inh	DYRK1A inh
- Cc1cc2c(c(CO)c1CCO)C(=O)[C@@H](C)[C@@H]2O
 : -2	-1
- O=C(COc1ccccc1)NCC(=O)N1CCCCCC1
 : -2	-1
- O=S(=O)(/N=C(/c1ccccc1)N1CCOCC1)c1ccc(F)cc1F
 : -3	-6

(list continues)
Every second line gives: GSK3A inh	DYRK1A inh
- O=C(NC1(Cc2ccccc2)CCN(CCCc2ccccc2)C1=O)c1ccccc1 (stereo not given)
 : -4	3
- O=C(C[C@H]1C/C=C\C[C@@H](Cc2ccc(F)cc2)C(=O)O[C@@H](c2ccccc2)CNC1=O)N[C@@H](CO)Cc1ccccc1
 : -1	0
- C[C@H]1CN([C@@H](C)CO)C(=O)Cc2cc(NS(C)(=O)=O)ccc2O[C@@H]1CN(C)CC1CC1
 : -5	2
- CCC1(c2ccccc2)NC(=O)N(CC(=O)N(c2ccccc2)C2CCS(=O)(=O)C2)C1=O (stereo not given)
 : 0	-4
- CCCCOc1ccc(C(=O)NCC(=O)NC2CCCCC2)cc1
 : -3	-3
- C=CCn1c(SCC(=O)Nc2cc(C)on2)nnc1-c1ccccc1OC
 : -3	0
- Cn1ccnc1SCC(=O)Nc1ccc(SC(F)F)cc1
 : -2	2
- CC(=O)Nc1ccc(NC(=O)CSc2nc3ccccc3c(=O)n2CCCN2CCOCC2)cc1
 : 0	0
- CC(C)(C)OC(=O)C[C@@H]1C/C=C\C[C@@H](CC(=O)NCCO)C(=O)NC[C@H](c2ccccc2)OC1=O
 : -3	16
- O=C(CSc1nnc(Nc2ccccc2F)s1)NCC1CCCO1 (stereo not given)
 : 1	1
- Cc1ccc(S(=O)(=O)N2[C@@H](c3ccc(Cl)cc3)C(C(=O)O)=CC[C@H]2c2ccc(Cl)cc2)cc1
 : -6	4
- O=C(c1cc(F)c(F)c(F)c1F)N1CCN(C(=O)C2CCCO2)CC1 (stereo not given)
 : 0	-5
- N#Cc1cc2nc(O)c(O)nc2cc1[N+](=O)[O-]
 : -2	-6
- Cc1ccc(C(=O)NC(C(=O)OCc2cn3cc(Cl)ccc3n2)C(C)C)cc1 (stereo not given)
 : -4	-1
- C[C@H](NC(=O)c1nc[nH]c1C(=O)NCc1ccccc1)c1ccccc1
 : 1	2
- CCO[C@H]1c2c(ccc3ccc(=O)oc23)OC(C)(C)[C@@H]1O
 : -2	8
- O=C(NCC(=O)N1CCN(C(=O)c2ccco2)CC1)c1cccc(Cl)c1
 : 0	3
- COc1ccc(-c2c(-c3cc(OC)cc(OC)c3)n(C)c3ccc(-c4ccc(OC)cc4F)cc23)cc1
 : 15	14

A portion of the library. The share of hits here may be higher or lower than overall.
